Bioassay records: PubChem BioAssay, NCI
All columns: NCI-60 one-dose screen, growth in % after 48 h at 10 µM unless noted; 100 = growth as untreated, 0 = no growth, -100 = all killed.
SK-OV-3 – SK-OV-3 ovarian cancer cells; 3.2% of 80,000 active; AID 1794785
OVCAR-4 – OVCAR-4 ovarian cancer cells | 3.7% of 80,000 active | AID 1794784
NCI-H322M – NCI-H322M lung cancer. 2.7% of 80,000 active. AID 1794733
NCI-H23 – NCI-H23 lung cancer; 4% of 80,000 active; AID 1794731
NCI-H226 – NCI-H226 lung cancer; 3.5% of 79,000 active
NCI-H522 – NCI-H522 lung cancer; AID 1794739; 8% of 78,000 active
IGROV1 – IGROV1 ovarian cancer; 4.7% of 79,000 active; AID 1794786
NCI/ADR-RES – NCI/ADR-RES ovarian cells. 4.4% of 81,000 active. AID 1794790
NCI-H460 – NCI-H460 lung cancer; 6.8% of 82,000 active
Numbers without * were called inactive; nt = no result given. Rule for the calls: active = growth percent below 10; inactive = the rest.

Codes: A = SK-OV-3; B = OVCAR-4; C = NCI-H322M; D = NCI-H23; E = NCI-H226; F = NCI-H522; G = IGROV1; H = NCI/ADR-RES; I = NCI-H460
CCSc1nnc2c(C)nc3ccccc3n12
  A: 83; B: 100; C: 96; D: nt; E: 68; F: 87; G: 84; H: 98; I: 97
CC(Br)C(=O)N1CCN(c2cc3c(cc2F)c(=O)c(C(=O)O)cn3C2CC2)CC1 (stereo unspecified)
  A: 56; B: 78; C: 76; D: 76; E: 92; F: 55; G: 65; H: 81; I: 73
O=C1C2C3C=CC(O3)C2C(=O)N1Nc1ccccc1 (stereo unspecified)
  A: 118; B: 102; C: 124; D: 106; E: 109; F: 117; G: 124; H: 105; I: 112
CSc1ccccc1N
  A: 100; B: 110; C: 83; D: 96; E: 99; F: 72; G: 104; H: 104; I: 101
CN(C)CCOc1ccc(C(=O)C2[C@H](c3ccc(Cl)cc3)[C@@H](c3ccccc3)NC23C(=O)Nc2ccccc23)cc1 (stereo partly specified)
  A: 121; B: 71; C: 82; D: 80; E: 72; F: 90; G: 80; H: 86; I: 9.9*
COc1ccc(-c2nn(-c3ccccc3)cc2/C=C/C(=O)c2ccc(NC(=O)CCCCCCC(=O)NO)cc2)cc1
  A: 92; B: 98; C: 96; D: 113; E: 112; F: 92; G: 96; H: 98; I: 108
C[N+](C)(C)CC[N+](C)(C)C
  A: 94; B: 117; C: 116; D: 100; E: 100; F: 83; G: 109; H: 104; I: 104
N#CC1=C(N)Oc2c(sc3c(F)cccc23)C1c1ccc(F)cc1 (stereo unspecified)
  A: 32; B: 61; C: 49; D: 39; E: 37; F: -3.7*; G: 34; H: 4.4*; I: 12
CS(=O)/C(C#N)=C\C=C\c1cccc(Cl)c1 (stereo unspecified)
  A: 44; B: 35; C: 24; D: -7.8*; E: 36; F: -9.9*; G: 23; H: -44*; I: 3.7*
C/C(=N\NC(N)=S)c1nnn(-c2ccc(S(N)(=O)=O)cc2)c1C
  A: 113; B: 108; C: 103; D: 108; E: 104; F: 93; G: 103; H: 108; I: 102
CCc1ccc(OCC(=O)c2ccc(O)c(CN(C)C)c2O)cc1
  A: 115; B: 97; C: 122; D: 99; E: 103; F: 76; G: 119; H: 93; I: 106
C#Cc1cccc(Nc2nc3cc([N+](=O)[O-])ccc3nc2Nc2ccc(O)cc2)c1
  A: 39; B: 44; C: 17; D: 9.9*; E: 50; F: -54*; G: 27; H: 25; I: -24*
O=C(CCCCCNC(=O)c1nc(-c2ccccc2)n(-c2ccccc2)n1)NO
  A: 88; B: 113; C: 93; D: 102; E: 100; F: 93; G: 101; H: 110; I: 115
CC(Oc1ccc(C(=O)O)cc1C(F)(F)F)c1ccc(Oc2ccccc2)cn1 (stereo unspecified)
  A: 124; B: 106; C: 99; D: 99; E: 98; F: 88; G: 98; H: 75; I: 104
C[C@H]1CNCCCN1S(=O)(=O)c1cccc2cncc(F)c12
  A: 83; B: 116; C: 104; D: 103; E: 77; F: 75; G: 88; H: 102; I: 99
COc1ccccc1NC(=O)C(/C=N/C(N)=S)=C(\C)O
  A: 93; B: 101; C: 96; D: 88; E: 94; F: 83; G: 89; H: 103; I: 102
O=C(c1ccccc1F)N(Cc1ccc(Cl)cc1)c1ccccn1
  A: 93; B: nt; C: 87; D: 87; E: nt; F: 66; G: 59; H: 80; I: 94
COc1cccc(NC(=S)NC2CC(C)CC(C)(C)C2)c1 (stereo unspecified)
  A: nt; B: nt; C: 88; D: 90; E: 83; F: 51; G: 95; H: 88; I: 98
COC(=O)c1ccc[n+](CCc2ccccc2)c1
  A: 102; B: 103; C: 106; D: 99; E: 110; F: 94; G: 105; H: 103; I: 107
CN1CCN(Cc2nnc(CCC(=O)c3nc4ccccc4[nH]3)o2)CC1
  A: 98; B: 105; C: 88; D: 99; E: 104; F: 91; G: 90; H: 111; I: 108
CCNC(=O)c1ccc2c(c1)nc(-c1ccc(Cl)cc1)n2-c1cc(C(C)(C)C)[nH]n1
  A: 27; B: 71; C: 71; D: 60; E: 47; F: 32; G: 48; H: 9.7*; I: 37
O=C(Nc1ccc(N=Cc2cccs2)cc1)NC1C=c2ccccc2=CC1 (stereo unspecified)
  A: 111; B: 116; C: 101; D: 103; E: 93; F: 85; G: 107; H: 113; I: 108
O=C1C(C2SC(=S)N(C3CCCC3)C2=O)SC(=S)N1C1CCCC1 (stereo unspecified)
  A: 111; B: 94; C: 99; D: 103; E: 103; F: 98; G: 103; H: 109; I: 109
COc1ccc(NC(=O)Nc2ccc(-c3cccnc3)cc2Oc2cc(OC)c(OC)c(OC)c2)cc1
  A: 97; B: 105; C: 104; D: 104; E: 95; F: 90; G: 116; H: 88; I: 99
N#C/C(S)=C(/S)C#N
  A: 105; B: 109; C: 102; D: 94; E: 90; F: 100; G: 104; H: 93; I: 103
Cc1cc(F)ccc1/C=C1\Cc2cc3c(cc2C1=O)OCO3
  A: 85; B: 95; C: 78; D: 92; E: 88; F: 85; G: 72; H: 82; I: 101
NC(=O)SCC(=O)Nc1cccc([N+](=O)[O-])c1
  A: 102; B: 118; C: 111; D: 111; E: 96; F: 101; G: 112; H: 117; I: 94
COC(=O)c1ccc2c(c1)OCO2
  A: 81; B: 108; C: 118; D: 98; E: 97; F: 85; G: 116; H: 105; I: 105
CCCCCCCCCCCCCCCCCC1=NCCN1C(=O)OCCO
  A: 62; B: 28; C: 51; D: 77; E: 78; F: 11; G: -35*; H: 51; I: 7.1*
Cc1nc2ncnc3ncn1c32
  A: 62; B: 70; C: 101; D: 99; E: 91; F: nt; G: 104; H: 92; I: 99

The closing four compounds of the section above come first, to join the parts.
Codes: A = SK-OV-3; B = OVCAR-4; C = NCI-H322M; D = NCI-H23; E = NCI-H226; F = NCI-H522; G = IGROV1; H = NCI/ADR-RES; I = NCI-H460
NC(=O)SCC(=O)Nc1cccc([N+](=O)[O-])c1
  A: 102; B: 118; C: 111; D: 111; E: 96; F: 101; G: 112; H: 117; I: 94
COC(=O)c1ccc2c(c1)OCO2
  A: 81; B: 108; C: 118; D: 98; E: 97; F: 85; G: 116; H: 105; I: 105
CCCCCCCCCCCCCCCCCC1=NCCN1C(=O)OCCO
  A: 62; B: 28; C: 51; D: 77; E: 78; F: 11; G: -35*; H: 51; I: 7.1*
Cc1nc2ncnc3ncn1c32
  A: 62; B: 70; C: 101; D: 99; E: 91; F: nt; G: 104; H: 92; I: 99
Cc1c(C(=O)N=Nc2c(O)[nH]c3ccc(Br)cc23)oc2ccccc12
  A: nt; B: 63; C: 69; D: 67; E: nt; F: 90; G: 55; H: 71; I: 57
O=C1N/C(=N/c2ccccn2)S/C1=C/c1ccc(Cl)cc1
  A: nt; B: 102; C: 100; D: 98; E: 86; F: 85; G: 102; H: 98; I: 109
OCCNCCCOc1ccc2ncnc(Nc3ccc(Oc4cccc(C(F)(F)F)c4)c(Cl)c3)c2c1
  A: 14; B: 5.5*; C: 21; D: 64; E: 85; F: 31; G: -35*; H: 69; I: -82*
CCCCCCCC/C=C\CCCCCCCCCCCCOc1cccc(CCOP(=O)(O)OCC[N+](C)(C)C)c1
  A: 114; B: 109; C: 107; D: 107; E: 105; F: 100; G: 102; H: 107; I: 104
Nc1ncnc2c1N=C1c3ccccc3C(=O)C1C(c1ccc(Cl)cc1)N2 (stereo unspecified)
  A: 100; B: 134; C: 102; D: 86; E: nt; F: 88; G: 74; H: 95; I: 105
Cn1cnc2ncnc(Oc3ccc(Br)cc3)c21
  A: 105; B: 110; C: 103; D: 105; E: 102; F: nt; G: 107; H: 108; I: 102
COc1ccc(-c2c(N)n[nH]c2-c2cc(OC)c3c(c2)OCO3)cc1
  A: 97; B: 90; C: 92; D: 91; E: 94; F: 60; G: 88; H: 78; I: 92
CCNc1nnc(-c2cc3c([nH]c4ccccc43)c(-c3cccc(O)c3)n2)o1
  A: 109; B: 98; C: 95; D: 82; E: 79; F: 70; G: 89; H: 103; I: 63
CCCCN(CCCC)P1(=O)OP(=O)(N(CCCC)CCCC)OP(=O)(N(CCCC)CCCC)O1 (stereo unspecified)
  A: 92; B: 110; C: 94; D: 99; E: 102; F: 79; G: 110; H: 106; I: 110
CN1C(=O)N(C)C2NC(N=Nc3c(O)[nH]c4ccccc34)=NC21 (stereo unspecified)
  A: 105; B: 105; C: 97; D: 101; E: 95; F: 100; G: 103; H: 98; I: 104
COc1ccc(/C=N/Nc2nc3c([nH]2)c(=O)n(C)c(=O)n3C)cc1
  A: 113; B: 106; C: 95; D: 100; E: 96; F: 100; G: 117; H: 118; I: 109
CCNCCNc1cc(C2CCCC2)c(C#N)c2nc3ccccc3n12
  A: 40; B: -14*; C: 24; D: 70; E: 46; F: 6.7*; G: 44; H: 33; I: 2.8*
NC(Cc1c[nH]c2ccc(OCc3ccccc3)cc12)C(=O)O (stereo unspecified)
  A: 105; B: 101; C: 96; D: 104; E: 98; F: 94; G: 98; H: 108; I: 110
Cc1c(Cl)cccc1Nc1ncccc1C(=O)OCC(O)CO (stereo unspecified)
  A: 108; B: 100; C: 102; D: 98; E: 96; F: 88; G: 90; H: 112; I: 109
O=C(O)CCC(C(=O)O)N1C(=O)CSC1=S (stereo unspecified)
  A: 109; B: 101; C: 100; D: 102; E: 96; F: 93; G: 111; H: 108; I: 109

One compound at a time (already shown):
COC(=O)c1ccc2c(c1)OCO2 reads SK-OV-3 = 81; OVCAR-4 = 108; NCI-H322M = 118; NCI-H23 = 98; NCI-H226 = 97; NCI-H522 = 85; IGROV1 = 116; NCI/ADR-RES = 105; NCI-H460 = 105
C[N+](C)(C)CC[N+](C)(C)C reads SK-OV-3 = 94; OVCAR-4 = 117; NCI-H322M = 116; NCI-H23 = 100; NCI-H226 = 100; NCI-H522 = 83; IGROV1 = 109; NCI/ADR-RES = 104; NCI-H460 = 104
COc1cccc(NC(=S)NC2CC(C)CC(C)(C)C2)c1 (stereo unspecified) reads SK-OV-3 = nt; OVCAR-4 = nt; NCI-H322M = 88; NCI-H23 = 90; NCI-H226 = 83; NCI-H522 = 51; IGROV1 = 95; NCI/ADR-RES = 88; NCI-H460 = 98

(continued)
Codes: A = SK-OV-3; B = OVCAR-4; C = NCI-H322M; D = NCI-H23; E = NCI-H226; F = NCI-H522; G = IGROV1; H = NCI/ADR-RES; I = NCI-H460
N=c1nc(N)ss1
  A: 105; B: 98; C: 144; D: 97; E: 115; F: 82; G: 125; H: 100; I: 103
C=CC1=C(C)C2=NC1=CC1=NC(=CC3=C(C)C4=C(O)C(C(=O)O)C(=C5NC(=C2)C(C)C5CCC(=O)O)C4=N3)C(CC)=C1C (stereo unspecified)
  A: 119; B: 103; C: 112; D: 107; E: 97; F: 116; G: 106; H: 114; I: 107
NNC(=S)NC1CCCCC1
  A: 107; B: 92; C: 85; D: 107; E: 109; F: 115; G: 97; H: 97; I: 112
O=C(Cc1ccc(Nc2ncnc3[nH]ccc23)cc1)Nc1ccc(F)c(Cl)c1
  A: 109; B: 114; C: 80; D: 101; E: nt; F: 86; G: 89; H: 106; I: 112
O=Cc1cc2ccccc2nc1-n1cnc2ccccc21
  A: nt; B: 93; C: 102; D: 97; E: nt; F: 89; G: 102; H: 105; I: 106
N=C1SC2C(=NC(=O)NC2c2ccc(O)cc2)N1c1nccs1 (stereo unspecified)
  A: 107; B: 106; C: 98; D: 101; E: 94; F: 100; G: 105; H: 102; I: 108
Cc1cc(N2CCCCC2)nc2ccc(Cc3ccccc3)cc12
  A: 95; B: 98; C: 88; D: 87; E: 94; F: 88; G: 111; H: 90; I: 105
N#Cc1c[nH]c(=O)[nH]c1=O
  A: 109; B: 102; C: 94; D: 98; E: 85; F: 97; G: 107; H: 105; I: 98
CCCCc1ccc(C(O)(CCN2CC3CCC(CC3)C2)c2ccccc2)cc1 (stereo unspecified)
  A: 91; B: 97; C: nt; D: 88; E: nt; F: 84; G: 95; H: 98; I: 107
COc1ccc(/C=N/NC(=O)c2cnn3c2NC(c2ccccc2)C3)cc1OC1CCCCC1 (stereo unspecified)
  A: nt; B: 64; C: 103; D: 98; E: nt; F: 78; G: 97; H: 77; I: 91
Nc1[nH]nc2c1-c1nc3ccccc3n1C(N)N2 (stereo unspecified)
  A: 90; B: 97; C: 95; D: 97; E: 97; F: 85; G: 72; H: 103; I: 96
Cc1[nH]nc2c1C(c1cn[nH]c1-c1ccc(F)cc1)C(C#N)=C(N)O2 (stereo unspecified)
  A: 95; B: 74; C: nt; D: 90; E: nt; F: 84; G: 115; H: 93; I: 100
c1ccc2c3c(ccc2c1)C[C@H]1C[C@@H](c2ccoc2)N3O1
  A: 102; B: 94; C: 102; D: 98; E: 99; F: 84; G: 107; H: 102; I: 106
N#Cc1ccc([N+](=O)[O-])cc1OCCCN1CCOCC1
  A: 116; B: 97; C: 110; D: 96; E: 125; F: 86; G: 104; H: 93; I: 106
Cc1cccc(C(=O)NNC(=O)c2ccc3ccccc3c2)c1
  A: 90; B: 103; C: 112; D: 108; E: 119; F: 98; G: 100; H: 105; I: 106
CN1CCN(CC#CCn2c3c(c4ccccc42)C[C@]2(C)[C@H]4CC=C5[C@@H]6CC(C)(C)CC[C@]6(C(=O)N6CCOCC6)CC[C@@]5(C)[C@]4(C)CC[C@H]2C3(C)C)CC1
  A: 103; B: 88; C: 95; D: 74; E: 86; F: 97; G: 78; H: 77; I: 18
N=S(=O)(NC(=O)c1ccc(Cl)cc1)c1ccc(Cl)cc1 (stereo unspecified)
  A: 104; B: 82; C: 107; D: 106; E: 97; F: 108; G: 46; H: 94; I: 90
CC1(C)CC[C@]2(C(=O)N3CCNCC3)CC[C@]3(C)C(=CC[C@@H]4[C@@]5(C)CCC(=O)C(C)(C)[C@@H]5CC[C@]43C)[C@@H]2C1
  A: 109; B: 103; C: 108; D: 103; E: 99; F: 94; G: 113; H: 103; I: 109
Nc1cccc(-c2cc(Cl)cc3c(=O)[nH]c(N4CCOCC4)nc23)c1
  A: 95; B: 92; C: 93; D: 93; E: 97; F: 68; G: 105; H: 100; I: 108
Cn1cc(C2=C(c3cccc4ccccc34)C(=O)NC2=O)c2cccnc21
  A: 103; B: 98; C: 102; D: 101; E: 96; F: 94; G: 100; H: 105; I: 106
